Screens deposited in PubChem BioAssay by National Center for Advancing Translational Sciences (NCATS).
AMA1-RON2 inh – inhibitors of Plasmodium falciparum AMA1-RON2 interaction. AlphaScreen AMA1-biotinylated RON2 peptide binding. Potency, µM (top dose mostly 58.2 µM), without a hit: top-dose activity change, negative = inhibition, most hits filed as inhibitors. 360,000 compounds, 0.2% hits;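 further: potency means the concentration at half of the fitted maximal effect; 0% = vehicle wells and -100% = peptide control; nearly all actives have a fitted effect of over 45% in size; some results filed as inactive show a strong effect at the top dose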
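AMA1 (3D7) with his tag at 25 nM final met compounds first, then biotinylated RON2 peptide at 25 nM; detection used donor plus acceptor beads, 10 µg/mL apiece, read by AlphaScreen after 30 min at room temperature.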
HCV inhibitor – blocks hepatitis C virus; 340,000 compounds, 3.4% hits; AID 651820; Potency, µM (highest dose often 41.8 µM), for the others: at the highest dose activity change, negative = inhibition, usual class: inhibitors; Huh7.5.1 HCVcc-Cre infection, luciferase reporter, 44 h; further: potency means the concentration at half of the fitted maximal effect
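Luciferase read-out (15 sec integration) after a 15 min room-temperature substrate step quantifies HCVcc-Cre infection. Cells, 1,000 per well, had compound added 4 h post-plating, then virus at ~0.5 moi, and were cultured 44 h.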
HCMV antiviral – inhibitors of human cytomegalovirus; HFF cells, HCMV-luciferase reporter, 72 h; hits give low values; activity change, negative = inhibition, % at 57.5 µM; 410,000 compounds, 4.5% hits; AID 1259415; in the data active means activity change below about -60%; inconclusive means no clear call, values can overlap the other calls; inactive means above about -39%
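Compounds were evaluated in HFFs infected with an HCMV luciferase reporter virus (MOI 1 PFU/cell). Luciferase in lysates collected 72 h post infection served as the replication measure.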
Sm TGR inh – S. mansoni TGR enzyme inhibition; Q962Y6; purified TGR, DTNB reduction, TNB absorbance 405 nm; Potency, µM (highest dose often 114 µM), without a hit: at the top dose activity change, negative = inhibition, actives largely listed as inhibitors; 360,000 compounds, 3% hits; AID 485364; further: potency means the concentration at half of the fitted maximal effect; nearly all actives have a fitted effect of over 60% in size
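Kinetic colorimetric format: TGR-catalysed, NADPH-driven DTNB reduction monitored via TNB absorbance. Enzyme dispensed at 20 nM; compound exposure 15 min at room temperature before reaction start.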
AmpC inh detg – inhibitors of E. coli AmpC beta-lactamase with detergent; Potency, µM (doses to about 114 µM), for inactives: top-dose activity change, negative = inhibition, usual class: inhibitors; 370,000 compounds, 0.041% hits; AmpC hydrolysis of nitrocefin, absorbance 480 nm, 0.01% Triton;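 further: potency means the concentration at half of the fitted maximal effect; 0% = no-compound wells and -100% = no-enzyme wells; nearly all actives have a fitted effect of over 25% in size; some results filed as inactive show a strong effect at the top dose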
Target sequence (P00811 whole entry, looked up): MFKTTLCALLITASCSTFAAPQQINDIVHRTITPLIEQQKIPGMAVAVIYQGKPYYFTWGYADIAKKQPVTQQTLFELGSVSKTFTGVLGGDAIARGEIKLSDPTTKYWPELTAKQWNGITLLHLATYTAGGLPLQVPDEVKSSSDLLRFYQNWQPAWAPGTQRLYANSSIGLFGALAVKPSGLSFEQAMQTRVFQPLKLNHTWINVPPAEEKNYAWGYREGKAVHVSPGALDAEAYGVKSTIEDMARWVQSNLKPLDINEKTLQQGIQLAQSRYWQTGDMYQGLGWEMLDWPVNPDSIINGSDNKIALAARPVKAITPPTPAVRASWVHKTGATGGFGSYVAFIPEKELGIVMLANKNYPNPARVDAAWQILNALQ
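AmpC (5.3 nM in the dispensed reagent) in 20 mM phosphate pH 7.0 with 0.01% (detergent screen) or 0.0001% Triton X-100 was preincubated with compounds for 15 min at room temperature. Nitrocefin was then added from an 800 uM solution, and hydrolysis was followed at 480 nm.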
FBPA Giardia inh – inhibitors of Giardia lamblia fructose-1,6-bisphosphate aldolase. A8B2U2. purified Giardia FBPA. Potency, µM (series often up to 59.6 µM), inactives show at the highest dose activity, negative = inhibition, usual class: inhibitors. 290,000 compounds, 0.71% hits. AID 2451; further: potency means the concentration at half of the fitted maximal effect; nearly all actives have a fitted effect of over 55% in size
Target sequence (A8B2U2 whole entry, looked up): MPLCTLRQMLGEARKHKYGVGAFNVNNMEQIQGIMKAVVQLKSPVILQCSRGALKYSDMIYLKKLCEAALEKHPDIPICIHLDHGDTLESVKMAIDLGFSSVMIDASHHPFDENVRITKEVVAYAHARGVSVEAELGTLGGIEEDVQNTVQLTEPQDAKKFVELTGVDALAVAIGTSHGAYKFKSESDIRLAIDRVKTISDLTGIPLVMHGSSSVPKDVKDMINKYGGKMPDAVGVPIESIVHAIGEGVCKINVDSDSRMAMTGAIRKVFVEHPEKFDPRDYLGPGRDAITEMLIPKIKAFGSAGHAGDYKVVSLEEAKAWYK
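Giardia FBPA (40 nM reagent) was preincubated 10 min at RT with compound (up to 57.5 uM final), then substrate plus GAPDH/TPI/NAD/arsenate coupling system with diaphorase/resazurin was added; resorufin fluorescence (525/598 nm) was read after 20 min.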
Starred values were filed as active, the others as inactive; ? = inconclusive; · = no result given; & = joins results of further samples; [ ] = dose if it differs, or a comment. Unless noted, the call rests on the fitted dose curve; in most records, active means well fitted curve in the direction sought with a large enough effect; inconclusive means small, poorly fitted or top-dose-only effect, or another doubt; inactive means no such curve, though single readings can be large; an effect the other way counts as inactive or inconclusive. Unless noted, on the % scale 0 is the no-effect control and ±100 the full control effect.

Molecule | AMA1-RON2 inh | HCV inhibitor | HCMV antiviral | Sm TGR inh | AmpC inh detg | FBPA Giardia inh
CSc1nnc(C)c(=O)n1COC(=O)/C=C/c1ccccc1 | -6% | -3% | -8 | ? | 2% | 4%
O=C(COC(=O)Cn1cnc2ccccc2c1=O)NCC12CC3CC(CC(C3)C1)C2 | -7% | 2% | 42 | 0% | 0% | 0%
O=C(CCc1nnc2n(Cc3ccccc3)c(=O)c3ccccc3n12)NCCCN1CCCCC1 | 5% | -15% | -62* | -3% | -10% | -1%
Cc1cccc(-n2cc(CN(C)Cc3nccn3C)c(-c3cccc(F)c3)n2)c1 | -9% | ? | 6 | 1% | 0% | -1%
COc1ccc(-c2cc(=O)oc3c4c(ccc23)OCN(Cc2cccc(OC)c2)C4)cc1 | · | · | -24 | 1% | 14% | ·
CCOc1ccc(CCNS(=O)(=O)c2ccc3c(c2)N(C(C)=O)CCO3)cc1OCC | 0% | -5% | 35 | -20% | -14% | -6%
CCOC(=O)c1ccccc1NC(=O)c1cccs1 | 3% | ? | 0 | 4% | ? | 3%
Cc1cc(OCc2cc(C(=O)N3CCN(C)C(=O)[C@@H]3C)no2)cc(C)c1Cl | -10% | 13µM* | ? | -2% | 5% | ·
CC(OC(=O)COc1ccc(Nc2ccccc2)cc1)C(=O)N(C)c1ccccc1 (configuration not stated) | ? | -7% | -14 | ? | 4% | ·
O=C1C2C3C=CC(C2C(=O)N1c1nccs1)C1C(=O)N(c2nccs2)C(=O)C31 (configuration not stated) | -5% | 13% | -10 | 16% | 4% | 1%
COc1ccc(N(CC(=O)N/N=C/c2ccc(-c3ccc([N+](=O)[O-])cc3)o2)S(=O)(=O)c2ccc(C)cc2)cc1Cl | 4% | 3% | -33 | 5% | -12% | 5%
CCOC(=O)C(C(=O)Cc1ccccc1)c1ccccc1 (configuration not stated) | 3% | 17% | -21 | · | · | ·
CCOc1ncccc1C(=O)OCc1c(F)cccc1Cl | 15% | 13% | -1 | 4% | -10% | 16%
COc1ccc(-c2ccc(NS(=O)(=O)c3ccc(OC)c(OC)c3)cc2)nn1 | · | · | -11 | 7% | 28% | ·
Cc1ccc(NC(=O)C(CC(C)C)NC(N)=O)cc1 (configuration not stated) | 9% | 1% | 4 | -7% | 0% | 6%

One compound at a time, from the list above:
`CCOc1ccc(CCNS(=O)(=O)c2ccc3c(c2)N(C(C)=O)CCO3)cc1OCC` in the list: AMA1-RON2 inh = 0%; HCV inhibitor = -5%; HCMV antiviral = 35; Sm TGR inh = -20%; AmpC inh detg = -14%; FBPA Giardia inh = -6%
`CCOC(=O)C(C(=O)Cc1ccccc1)c1ccccc1` (configuration not stated) in the list: AMA1-RON2 inh = 3%; HCV inhibitor = 17%; HCMV antiviral = -21; Sm TGR inh = ·; AmpC inh detg = ·; FBPA Giardia inh = ·

Other structures follow.
Molecule | AMA1-RON2 inh | HCV inhibitor | HCMV antiviral | Sm TGR inh | AmpC inh detg | FBPA Giardia inh
CC(=O)c1ccc(NC(=O)CSc2nnc(N)s2)cc1 | · | · | 67 | -15% | -1% | ·
Cc1occc1-c1nnc(SCC(=O)N2CCCc3ccccc32)n1Cc1ccco1 | -13% | 21%&-5% | 12 | 40µM* | 8% | -1%
O=C(Nc1ccc2ccccc2c1[N+](=O)[O-])c1ccccc1 | -10% | 0% | 36 | · | · | ·
CSc1ncccc1C(=O)OCC(=O)N1CCN(C(=O)c2ccco2)CC1 | -1% | 0% | -15 | · | · | ·
Cc1ccc(S(=O)(=O)N2CCN(C(=O)Cc3sc(C)nc3-c3ccc(F)cc3)CC2)c(C)c1 | 1% | ? | -39 | 0% | ? | ·
COc1ccc(-c2c(=O)n(OC)c3ccccc3[n+]2[O-])cc1OC | -10% | -3% | ? | ? | -6% | 2%
Cc1ccc2sc(N(CCCN(C)C)C(=O)c3ccc(S(=O)(=O)N4CCc5ccccc5C4)cc3)nc2c1C | ? | ? | -16 | -3% | ? | ·
O=C(Nc1nnc(-c2ccncc2)o1)c1cccc(N2C(=O)CCC2=O)c1 | 27% | 7% | 35 | 5% | 2% | 20µM*
Cc1ccc(S(=O)(=O)N2CCN(C(=O)c3ccccc3Cc3ccccc3)CC2)c(C)c1 | -9% | -29% | 6 | 5% | -15% | -3%
COc1ccc(C(=O)O)cc1S(=O)(=O)N1CCCc2ccccc21 | 3% | 15% | 54 | -34% | -1% | -10%
COc1c(O)ccc2c1-c1c3c(cc4c1C(C2)N(C)CC4)OCO3 (configuration not stated) | -15% | -10% | -8 | 0% | -8% | -16%
O=C(CSc1nnc(CNC(=O)c2cccs2)o1)NCc1ccc(F)cc1 | -8% | -1% | -25 | -8% | 0% | 0%
Cc1ccc2sc(N3CCN(C(=O)C4=COCCO4)CC3)nc2c1C | -13% | 5% | -17 | -6% | 0% | ·
CCc1ccc(NC(=O)CC2C(=O)N(c3cccc(OC)c3)C(=O)N2Cc2ccco2)cc1 (configuration not stated) | · | · | ? | 40µM* | 15% | ·
O=C(CC(c1ccccc1)c1cc(Br)ccc1O)N1CCCCC1 (configuration not stated) | -12% | -8% | -30 | -1% | 1% | -5%
COc1ccc(/C(N)=N/OC(=O)C2CCCCC2)cc1 | -5% | -1% | 25 | 89µM* | 6% | ·
CCOC(=O)C1=C(C)C(c2ccccc2OC)NC(=S)N1 (configuration not stated) | -2% | -13% | 57 | 2% | ? | -1%
CN1CCC(N(C)c2nc(-c3ccccc3)nc3ccccc23)CC1 | -4% | ? | -14 | -1% | -5% | 1%
C[C@@H](C(=O)NCCc1c[nH]c2ccccc12)[C@H]1C[C@]1(C)[C@H](NC(=O)OCc1ccccc1)c1ccccc1 | -18% | ? | -27 | -12% | -2% | -8%&-2%
O=[N+]([O-])C(=C1SCCS1)C(=C(Cl)Cl)N1CCCCC1 | ? | -1% | -25 | 0% | ? | 9%
COC(=O)c1ccccc1NC(=O)Nc1cccc(OCc2cc(=O)n3cccc(C)c3n2)c1 | · | · | -18 | 1% | 2% | ·
C(=N\NC1=Nc2cccc3cccc1c23)/c1ccccc1 | -6% | -7% | 180 | -3% | -13% | -21%
CCn1c(CSc2nc(C)cc(C)n2)nnc1SCC(=O)Nc1nc(-c2ccccc2)cs1 | 2% | ? | -1 | -4% | ? | 2%
CC1(NC(=O)c2cccc(S(=O)(=O)N3CCN(c4ccc(F)cc4)CC3)c2)CCS(=O)(=O)C1 (configuration not stated) | 0% | -5% | 4 | -9% | 9% | ·
COc1cccc(CN2C(=NC(=O)CCC3CCCC3)SC3CS(=O)(=O)CC32)c1 (configuration not stated) | 11% | -3% | -33 | 3% | 3% | ·
Cc1ccc(NC(=O)COC(=O)[C@@H]2CC(O)CN2S(=O)(=O)c2ccc3c(c2)OCCO3)cc1 (some centres not stated) | -2%[11.6 µM] | 20% | -14 | · | · | ·
CCOc1ccc(-c2csc(-c3nc(-c4ccc(Br)s4)cs3)n2)cc1 | · | · | 11 | 1% | 18% | ·
Cc1ccc2c(c1)c1n[nH]c(=S)nc1n2CCc1ccccc1 | 116%[activator] | -6% | -93* | 0% | 3% | ?
CCN(CC(=O)Nc1c(F)cccc1F)C(=O)c1ccc(N2CCCC2)c([N+](=O)[O-])c1 | -17% | -24% | -36 | -2% | 7% | ·
O=C1CCc2cc(S(=O)(=O)N3CCCCC3)cc3c2N1CC3 | -8% | -7% | -36 | -8% | 3% | ·
COc1ccccc1CNC(=O)C1CCCN(S(=O)(=O)c2cccc3cccnc23)C1 (configuration not stated) | 3% | -3%&-4% | -18 | 5% | -25% | 6%
CC(NC(=O)C(c1ccccc1)c1ccccc1)c1ccccc1 (configuration not stated) | -6% | 13% | 37 | · | · | ·
CCOC(=O)c1cccc(NC(=O)NCCc2c(C)nn(C)c2C)c1 | · | · | -5 | 4% | 11% | ·
CCCSc1ccc([C@@H]2[C@H]3C(=O)N(CC)C(=O)[C@H]3[C@]3(C(=O)OC)CCCCN23)cc1 | -14% | 2% | -7 | ? | -12% | ·
Cc1ccc(Sc2ccc(CN3CCCCC3)cc2[N+](=O)[O-])cc1 | -13% | ? | -8 | 16% | 2% | 2%
Cc1cc(C(=O)Nc2cccc(O)c2)co1 | -6% | 12% | -2 | -3% | 8% | -7%
O=C1CC(c2ccc3c(c2)OCO3)c2cc3c(cc2N1)OCCO3 (configuration not stated) | -8% | -17% | 22 | 0% | -3% | -5%
CCc1cccc(NC(=O)COC(=O)c2cn(CC)c3nc(C)ccc3c2=O)c1 | · | · | -9 | -2% | 21% | ·
CCc1cc2c(cc3c(=O)n(CC(=O)NC4CCCCC4)nc(CC)n32)s1 | · | · | ? | -1% | -5% | ·
Cc1cccc(OCC(=O)NNC(=O)C2CCCCC2C(=O)O)c1 (configuration not stated) | -4%[2.32 µM] | 24% | 19 | 0% | -9% | -1%
CCOc1ccc(C2=Nn3c(nnc3-c3ccco3)SC2)cc1 | 1% | -22% | -3 | -5% | 0% | 3%
Cn1c(=O)c2c(SCC(=O)NCc3ccco3)nc(-c3ccccc3)nc2n(C)c1=O | · | · | 6 | 0% | 5% | ·
COc1cc(NC(=O)c2cc3nc(C)cc(C)n3n2)c(OC)cc1Cl | -7% | ? | 35 | 4% | -6% | -13%
CCN(CC)S(=O)(=O)c1ccc(OC)c(NC(=O)c2ccc(N3CCCC3=O)cc2)c1 | -4% | -10% | -17 | -3% | -1% | ·
CC(=O)c1cc2c(C)cc(=O)oc2cc1O | 0% | -7% | ? | -4% | -5% | 6%
Cc1ccc2c(c1)N(C(=O)N1CCC(C(=O)NCc3ccccc3F)CC1)CC(C)O2 (configuration not stated) | · | · | -21 | 9% | 19% | ·
CCN(CC)S(=O)(=O)c1ccc(C(=O)NCc2ccc3[nH]c4c(c3c2)CCCC4)cc1 | -13% | ? | 35 | -16% | -13% | -5%
COc1ccc2oc(=O)cc(-c3cc4cccc(OC)c4o3)c2c1 | -7% | -8% | 33 | 0% | ? | 3%
COc1ccccc1CCNS(=O)(=O)c1c(C)n(C)c(=O)n(C)c1=O | 12% | 23% | 11 | 3% | ? | 1%
C/C(=N\NC(=O)CCCNc1cccc(C)c1)c1ccncc1 | 1% | 17% | -37 | 1% | 1% | 6%
Cc1ccc(NC(=O)C(C)OC(=O)c2ccc(NS(=O)(=O)c3ccc(F)c(F)c3)cc2)cc1 (configuration not stated) | 11% | ? | -37 | -7% | ? | 3%
O=C1CCC([N+](=O)[O-])C(c2ccc3c(c2)OCO3)N1 (configuration not stated) | -11% | 6% | 12 | 14% | 0% | 2%
O=C(c1cccc(F)c1)N1CCN(C(=O)c2cc(-c3ccc(Cl)cc3Cl)on2)CC1 | 7% | -7%&-9% | -33 | ? | -13% | -3%
CCc1ccc(S(=O)(=O)NCc2cccs2)cc1 | 2% | 5% | -66* | 2% | 5% | ·
CCNC(=S)N/N=C(\C)c1cccc(C(F)(F)F)c1 | 29% | ? | -6 | -5% | -2% | -16%
N#Cc1ccc(Oc2cc(C(F)(F)F)nc(-c3ccccn3)n2)cc1 | 13% | 17% | -20 | 9% | -9% | 4%
Cc1cccc(CNC(=O)CCn2c(=O)c3cccn3c3ccc(F)cc32)c1 | · | · | -85* | 10% | -2% | ·
O=C(O)CC1SC(=Nc2ccccc2)N(c2ccccc2)C1=O (configuration not stated) | 8% | 15% | -5 | -24% | 8% | 4%
COc1cc(CNc2ccc(CNc3ncn[nH]3)cc2)ccc1OCc1ccccc1 | -25% | ? | -21 | 3% | 4% | ?
